# Bioassay records: PubChem, National Center for Advancing Translational Sciences (NCATS)
# TDP1 cell CPT = DT40-hTDP1 cell growth loss with CPT; hit rate 12% among 420,000; chicken DT40 Tdp1-/-;hTDP1 cells + 20 nM CPT, ATP luminescence, 48 h; AID 686979; Potency, µM (series often up to 46.2 µM), without a hit: top-dose activity change, negative = growth inhibition, actives largely listed as inhibitors; further: nearly all actives have a fitted effect of over 55% in size
#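 Cell growth measured by CellTiter-Glo luminescence after a minimum 48 h, 37 C compound exposure with 20 nM CPT in Tdp1-knockout DT40 cells stably expressing hTDP1, seeded 400/well; qHTS titration format.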
# FEN1 inhibitor = inhibitors of human flap endonuclease 1; P39748; Recombinant FEN1 flap cleavage, fluorescence, 15 min; Potency, µM (series often up to 114 µM), without a hit: at the highest dose activity change, negative = inhibition, usual class: inhibitors; hit rate 0.35% among 390,000; AID 588795; further: nearly all actives have a fitted effect of over 65% in size
# Target sequence (P39748 whole entry, looked up): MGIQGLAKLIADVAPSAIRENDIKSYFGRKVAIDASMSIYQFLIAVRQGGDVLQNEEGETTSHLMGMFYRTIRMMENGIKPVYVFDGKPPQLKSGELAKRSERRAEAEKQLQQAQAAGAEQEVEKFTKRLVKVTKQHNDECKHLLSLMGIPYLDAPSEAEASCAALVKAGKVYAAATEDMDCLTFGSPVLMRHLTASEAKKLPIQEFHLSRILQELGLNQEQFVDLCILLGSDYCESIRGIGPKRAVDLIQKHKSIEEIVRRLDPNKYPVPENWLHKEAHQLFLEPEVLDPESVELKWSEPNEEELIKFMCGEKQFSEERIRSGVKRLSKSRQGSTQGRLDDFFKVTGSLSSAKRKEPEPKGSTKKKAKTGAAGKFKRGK
#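 Nuclease activity of 10 nM FEN1 was measured after 15 min of room-temperature exposure to titrated compounds, by adding 50 nM flap substrate and reading plates at 0 and 15 min.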
# KAT2A inh = GCN5L2 (KAT2A) acetyltransferase inhibition. Q92830. GCN5L2 HAT assay, ThioGlo1 CoA-SH fluorescence. Potency, µM (doses to about 58.9 µM), for the others: at the top dose activity change, negative = inhibition, hits mostly inhibitors. hit rate 0.21% among 390,000
#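 Fluorescence readout, Ex340nm/Em540nm: ThioGlo1 (50uM final) reacts with free CoA thiol released as 20nM GCN5L2 acetylates H3(1-25) peptide (75uM) using acetyl-CoA (70uM). Compound and enzyme sat 15 min beforehand; 20 min room-temperature reaction.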
# The depositor's hits bear a star; ? = inconclusive; . = no result given; & = joins results of further samples; [ ] = dose if it differs, or a comment. The call rests on the fitted dose curve; in most records, active means well fitted curve in the direction sought with a large enough effect; inconclusive means small, poorly fitted or top-dose-only effect, or another doubt; inactive means no such curve, though single readings can be large; an effect the other way counts as inactive or inconclusive. On the % scale 0 is the no-effect control and ±100 the full control effect; potency means the concentration at half of the fitted maximal effect. Only part of the results is shown. The share of hits here may be higher or lower than overall.
1) COc1ccc(N(Cc2cccs2)C(=O)COc2ccc(C(C)C)cc2)cc1
2) Cc1ccc(NC(c2ccccc2)c2nc3ccccc3[nH]c2=O)cc1 (stereo not given)
3) CCOc1nc2cnccc2n(CC(=O)Nc2c(F)c(F)cc(F)c2F)c1=O
4) Cc1c(NC(=O)CC(C)C)c(=O)n(-c2ccccc2)n1C
5) COC(=O)C1=C(C)NC(C)=C(C(=O)OC)C1C(=O)OCCN1C(=O)c2ccccc2C1=O
6) O=C(COc1ccccc1[N+](=O)[O-])OCC(=O)N1CCC(Cc2ccccc2)CC1
7) CCOC(=O)N1CCN(C2=CC(=O)OC23CCCCC3)CC1
8) CCC1CCCCN1CCCNC(=O)Cn1c(=O)c2cccn2c2ccccc21 (stereo not given)
screen / no.	1	2	3	4	5	6	7	8
TDP1 cell CPT	23µM*	?	-4%	34%[activator]	22%&10%	14%	-26%	-4%
FEN1 inhibitor	4%	4%	-12%	10%	14%&-2%	-14%	-1%	14%
KAT2A inh	-18%	-4%	3%	3%	-7%	-7%	-7%	1%

# An excerpt from above with just KAT2A inh:
item	SMILES	KAT2A inh
1	COc1ccc(N(Cc2cccs2)C(=O)COc2ccc(C(C)C)cc2)cc1	-18%
2	Cc1ccc(NC(c2ccccc2)c2nc3ccccc3[nH]c2=O)cc1 (stereo not given)	-4%
3	CCOc1nc2cnccc2n(CC(=O)Nc2c(F)c(F)cc(F)c2F)c1=O	3%
4	Cc1c(NC(=O)CC(C)C)c(=O)n(-c2ccccc2)n1C	3%
5	COC(=O)C1=C(C)NC(C)=C(C(=O)OC)C1C(=O)OCCN1C(=O)c2ccccc2C1=O	-7%
6	O=C(COc1ccccc1[N+](=O)[O-])OCC(=O)N1CCC(Cc2ccccc2)CC1	-7%

# (more compounds)
9) COc1ccc(NC(=O)CSCC(=O)N2CCN(c3cccc(C(F)(F)F)c3)CC2)cc1
10) CN(C)S(=O)(=O)N(CC(=O)NCCSCc1ccc(Cl)cc1)c1ccccc1
11) Cc1ccc(NC(=O)CCS(=O)(=O)c2cc3c4c(c2)CCN4C(=O)CC3)c(C)c1
12) C#CCOCCOCCOCCNc1nc(N2CCN(C(=O)[C@H](CCCCN)n3cc([C@@H](N)C(C)CC)nn3)CC2)nc(N2CCN(C(=O)[C@H](Cc3cc4ccccc4[nH]3)n3cc([C@@H](N)C(C)CC)nn3)CC2)n1 (stereo not given in full)
13) O=C(O)COc1ccccc1-c1ccccc1
14) CCOc1ccc(-n2c(Cc3ccccc3)nnc2SCc2c(C)noc2C)cc1
15) CCOc1ccc(S(=O)(=O)N2CCOCC2)cc1NC(=O)C1CCC1
16) O=C(COC(=O)c1ccccc1NS(=O)(=O)c1cccs1)NCC12CC3CC(CC(C3)C1)C2
screen / no.	9	10	11	12	13	14	15	16
TDP1 cell CPT	?	0%	1%	2%	4%	?	3%	?
FEN1 inhibitor	-12%	-1%	0%	-9%	-6%	-10%	0%	-19%
KAT2A inh	-5%	-16%	17%	0%	0%	-29%	-2%	-12%

17) O=C(CCNC(=O)c1ccc([N+](=O)[O-])cc1)Nc1ccccc1N1CCOCC1
18) CC(C)C(=O)Nc1ccc2c(c1)C(=O)NC2=O
19) CC1CCN(C(=O)c2[nH]cnc2C(=O)Nc2cccc(Cl)c2)CC1
20) O=C(Nc1ccc(Br)cn1)C1CCN(S(=O)(=O)c2cccs2)CC1
21) CCCN1C(C)C(C(=O)OCC)=CN(Cc2cccc(I)c2)S1(=O)=O (stereo not given)
22) Cn1c(SCC(=O)N2CCCC2)nnc1-c1ccc(S(=O)(=O)N2CCCC2)cc1
23) CCN(CC(=O)NCc1ccc(Cl)cc1)C(=O)c1ccc(S(=O)(=O)NCc2ccco2)cc1
24) CCS(=O)(=O)c1nc(S(=O)(=O)c2ccc(C)cc2)c(N2CCOCC2)s1
screen / no.	17	18	19	20	21	22	23	24
TDP1 cell CPT	?	11%	?	?	?	3%	?	-8%
FEN1 inhibitor	-1%	-2%	0%	1%	-13%	4%	-8%	12%
KAT2A inh	-4%	-11%	0%	-6%	-8%	-8%	0%	-12%

25) CCc1nc(C)c(C#N)c2cc(OC)c(OC)cc12
26) CC(C)c1c(O)nc(SCCN2CCOCC2)[nH]c1=O
27) C=CCSC1=NNC(c2ccc(C(C)(C)C)cc2)=NN1
28) Cc1ccc(S(=O)(=O)c2c(O)cc(C)c(NS(=O)(=O)c3ccc(Cl)cc3)c2C)cc1
29) CN(C)S(=O)(=O)c1ccc(C(=O)N2CCN=C2SCc2cccnc2)cc1
30) Cc1cc(C)n(-c2nc3ccccc3s2)n1
31) O=C(CNC(=O)C1CCCCC1)OCC(=O)c1ccc(C2CCCCC2)cc1
32) CCCS(=O)(=O)c1nc(S(=O)(=O)c2ccc(C)cc2)c(N2CCC(O)CC2)s1
screen / no.	25	26	27	28	29	30	31	32
TDP1 cell CPT	-1%	-17%	-26%	?	-16%	-7%	?	4%
FEN1 inhibitor	-2%	-4%	5%	-26%	6%	7%	-17%	14%
KAT2A inh	1%	-9%	-1%	-15%	-19%	2%	.	-5%

33) CCOC(=O)Cc1csc(SCc2nc3sc4c(c3c(=O)[nH]2)CCC4)n1
34) Cc1ccc(-n2ncc(C(=O)N3CCN(c4ccccn4)CC3)c2C2CCN(C(=O)OC(C)(C)C)CC2)cc1C
35) Nc1cc(OC(=O)c2ccco2)nn1S(=O)(=O)c1ccc(F)cc1
36) CCCc1cc(=O)oc2cc(OCC(=O)NC3CC(C)(C)NC(C)(C)C3)ccc12
37) COc1cc(OC)cc(C(=O)NC2CCN(C(=O)N3c4ccccc4Sc4ccccc43)CC2)c1
38) CCCCCCC(=O)NCC(=O)OCC(=O)c1ccccc1
39) CC(C)CN(CC(C)C)C(=O)COn1nnc2ccc(S(=O)(=O)N3CCOCC3)cc21
40) Cc1cc(N=Nc2ccccc2C(=O)O)c(C)c(C)c1O
screen / no.	33	34	35	36	37	38	39	40
TDP1 cell CPT	-28%	-10%	-9%	6%	29µM*	-29%	-29%	-23%
FEN1 inhibitor	2%	21%	-19%	-18%	-3%	5%	-16%	-28%
KAT2A inh	-7%	0%	-16%	-5%	-23%	2%	-2%	-13%

41) CC(C)(C)/C=N/NC(=O)CNC(=O)c1ccc2c(c1)OCCO2
42) Cc1ccc2oc(-c3cc(NC(=O)c4ccco4)ccc3Cl)nc2c1
43) COc1ccc(NC(=O)CNC(=O)C23CC4CC(CC(C4)C2)C3)c(OC)c1
44) COCC(=O)Nc1ccc(C)c(Cl)c1
45) Cc1cc(SCC(=O)Nc2ccccc2)n2ncc(-c3ccccc3)c2n1
46) O=C(CN(c1ccccc1F)S(=O)(=O)c1ccccc1)NC1CCCCCC1
47) CC(=O)OCC1=C(C(=O)O)N2C(=O)C(NC(=O)c3ccc(COc4c(C)cccc4Cl)o3)C2SC1 (stereo not given)
48) COc1cccc(CNCCO)c1OCc1ccc(Cl)cc1
screen / no.	41	42	43	44	45	46	47	48
TDP1 cell CPT	4%	?	?	-1%	?	-22%	-3%	?
FEN1 inhibitor	1%	79µM*	-7%	7%	1%	3%	-20%	5%
KAT2A inh	0%	3%	-2%	-9%	-2%	0%	?	-6%

49) CC(=O)c1cc(-c2ccccc2)n(CC(=O)Nc2ccc(C)cc2C)c1C
50) N#CC1=C(N)C2=CCCC[C@H]2[C@H](c2ccccc2)C1(C#N)C#N
51) O=C(CSc1nncs1)NCc1ccc2c(c1)OCO2
52) CCc1ccc2[nH]c(=O)c(CN(Cc3ccc(F)cc3)C(c3nnnn3CCN3CCOCC3)C(C)C)cc2c1 (stereo not given)
53) Nc1cccc(/C=C2\C=Cc3ccccc32)c1
54) COc1ccc(NC(=O)CCN2CCN(S(=O)(=O)c3cc(Cl)ccc3Cl)CC2)cc1
55) O=C(O)C(C/C(=N/O)c1ccc(Br)cc1)P(=O)(c1ccccc1)c1ccccc1 (stereo not given)
56) Cc1ccc(S(=O)(=O)NC(CN2CCOCC2)=NCCNS(=O)(=O)c2ccccc2)cc1
screen / no.	49	50	51	52	53	54	55	56
TDP1 cell CPT	?	?	4%	?	?	-29%	0%	-20%
FEN1 inhibitor	0%	-2%	-14%	2%	11%	0%	-1%	8%
KAT2A inh	-2%	-4%	-1%	1%	.	-4%	1%	-26%

57) O=C(NCc1n[nH]c(=S)n1-c1cccc(Cl)c1)c1cccs1
58) COc1ccc2cc3cc(C(=O)N4CCN(c5ccccc5F)CC4)oc3nc2c1
59) COc1ccccc1-n1c(SCC(=O)O)nc2sc3c(c2c1=O)CCC3
60) O=S(=O)(N/N=C\c1ccccc1O)c1ccc(Cl)cc1
61) COCCN=c1scc(-c2ccccc2)n1/N=C/c1c[nH]c2ccccc12
62) O=C(CN1CCN(S(=O)(=O)N2CCCCCC2)CC1)Nc1ccc(F)cc1
63) C=CCOc1c(CNC2CCCC2)cc(Cl)cc1OC
64) Cc1ccc(-c2nnc(Nc3cccc(Cl)c3)c3ccccc23)cc1S(=O)(=O)N1CCOCC1
screen / no.	57	58	59	60	61	62	63	64
TDP1 cell CPT	-3%	?	0%	-19%	?	2%	?	16µM*
FEN1 inhibitor	1%	-12%	-3%	26%	-24%	-2%	2%	12%
KAT2A inh	3%	1%	-1%	0%	?	-6%	2%	-10%

65) O=C(O)c1cc(S(=O)(=O)O)cc(Nc2c3ccccc3nc3ccccc23)c1O
66) CCCCCCCCCCC[N+](C)(C)CC/C=C1/c2ccccc2Sc2ccc(Cl)cc21
67) N#CCSc1n[nH]c2nc3c(c(=O)n12)C1(CCCC1)Cc1ccccc1-3
68) COc1cccc(/C=C/c2nc(C#N)c(NCCc3ccccc3)o2)c1
69) COc1ccc2oc(=O)c(-c3csc(Nc4cccc(O)c4)n3)cc2c1
70) O=C(CS(=O)(=O)c1ccccc1)NC1CCCCC1
71) Cc1cccc(-n2ncc(C#N)c2N)c1
72) COc1cccc(NC(=O)CSc2nc3ccc(NC(=O)c4ccco4)cc3s2)c1
screen / no.	65	66	67	68	69	70	71	72
TDP1 cell CPT	-3%	5.8µM*	-7%	?	?	-19%	-9%	13µM*
FEN1 inhibitor	-21%	-35%	2%	3%	?	-3%	-4%	-2%
KAT2A inh	-15%	-10%	-14%	-10%	-11%	-4%	2%	-5%

73) COc1cc(OC)cc(-c2nc(N)n[nH]2)c1
74) O=C1C=C(c2ccc(-c3ccccc3)c(F)c2)C[C@@H](c2ccc(F)cc2)C1
75) Cc1ccc(-n2ncc3c(N4CCCCCC4)ncnc32)cc1Cl
76) COc1ccc(CNC(=O)CN2C(=O)CC(c3ccccc3)=Nc3ccccc32)cc1
77) O=C(NCc1ccc(F)cc1)C1CCCCN1S(=O)(=O)c1ccc(F)cc1 (stereo not given)
78) O=C(CN(CC1CCCO1)C(=O)CNS(=O)(=O)c1ccc(Cl)cc1)NCc1ccc(F)cc1 (stereo not given)
79) COc1ccccc1C(N)=S
80) O=C(Nc1ccc(S(=O)(=O)N2CCOCC2)cc1)c1ccccc1F
screen / no.	73	74	75	76	77	78	79	80
TDP1 cell CPT	?	?	-28%	?	-15%	-5%	0%	-1%
FEN1 inhibitor	4%	-17%	-3%	6%	7%	-8%	4%	-6%
KAT2A inh	-21%	-6%	-5%	-6%	3%	-4%	-4%	1%

# Overlap with the part before: 3 entries, followed by the next part.
78) O=C(CN(CC1CCCO1)C(=O)CNS(=O)(=O)c1ccc(Cl)cc1)NCc1ccc(F)cc1 (stereo not given)
79) COc1ccccc1C(N)=S
80) O=C(Nc1ccc(S(=O)(=O)N2CCOCC2)cc1)c1ccccc1F
81) O=C(c1cnc2sccn2c1=O)N1CCCc2ccccc21
82) CSc1cccc(CN2CCN(CCc3ccccc3)C(CCO)C2)c1 (stereo not given)
83) CCc1ccc(OCC(=O)N2CCN(c3ccccn3)CC2)c(Br)c1
84) COc1ccc(/C(C)=N/NC(=O)c2ccccc2N)cc1
85) CC1=C(Sc2ccccn2)C(=O)NC(C)(C)C1
screen / no.	78	79	80	81	82	83	84	85
TDP1 cell CPT	-5%	0%	-1%	-21%	?	13µM*	29%	-12%
FEN1 inhibitor	-8%	4%	-6%	3%	-1%	-11%	-7%	-1%
KAT2A inh	-4%	-4%	1%	-7%	1%	-16%	-7%	-11%
